High-throughput results as filed in PubChem BioAssay.
WRN helicase inh: blocks human WRN helicase; WRN helicase unwinding, fluorescent forked duplex, kinetic; Potency, µM (series often up to 114 µM), for inactives: at the top dose activity change, negative = inhibition, usual class: inhibitors; 0.46% of 360,000 active; AID 651768; also: potency is read from the fitted curve at half-maximal effect; % is scaled to controls: 0 for no effect and ±100 for the full control effect; nearly all actives have a fitted effect of over 55% in size
Target sequence (Q14191 whole entry, looked up): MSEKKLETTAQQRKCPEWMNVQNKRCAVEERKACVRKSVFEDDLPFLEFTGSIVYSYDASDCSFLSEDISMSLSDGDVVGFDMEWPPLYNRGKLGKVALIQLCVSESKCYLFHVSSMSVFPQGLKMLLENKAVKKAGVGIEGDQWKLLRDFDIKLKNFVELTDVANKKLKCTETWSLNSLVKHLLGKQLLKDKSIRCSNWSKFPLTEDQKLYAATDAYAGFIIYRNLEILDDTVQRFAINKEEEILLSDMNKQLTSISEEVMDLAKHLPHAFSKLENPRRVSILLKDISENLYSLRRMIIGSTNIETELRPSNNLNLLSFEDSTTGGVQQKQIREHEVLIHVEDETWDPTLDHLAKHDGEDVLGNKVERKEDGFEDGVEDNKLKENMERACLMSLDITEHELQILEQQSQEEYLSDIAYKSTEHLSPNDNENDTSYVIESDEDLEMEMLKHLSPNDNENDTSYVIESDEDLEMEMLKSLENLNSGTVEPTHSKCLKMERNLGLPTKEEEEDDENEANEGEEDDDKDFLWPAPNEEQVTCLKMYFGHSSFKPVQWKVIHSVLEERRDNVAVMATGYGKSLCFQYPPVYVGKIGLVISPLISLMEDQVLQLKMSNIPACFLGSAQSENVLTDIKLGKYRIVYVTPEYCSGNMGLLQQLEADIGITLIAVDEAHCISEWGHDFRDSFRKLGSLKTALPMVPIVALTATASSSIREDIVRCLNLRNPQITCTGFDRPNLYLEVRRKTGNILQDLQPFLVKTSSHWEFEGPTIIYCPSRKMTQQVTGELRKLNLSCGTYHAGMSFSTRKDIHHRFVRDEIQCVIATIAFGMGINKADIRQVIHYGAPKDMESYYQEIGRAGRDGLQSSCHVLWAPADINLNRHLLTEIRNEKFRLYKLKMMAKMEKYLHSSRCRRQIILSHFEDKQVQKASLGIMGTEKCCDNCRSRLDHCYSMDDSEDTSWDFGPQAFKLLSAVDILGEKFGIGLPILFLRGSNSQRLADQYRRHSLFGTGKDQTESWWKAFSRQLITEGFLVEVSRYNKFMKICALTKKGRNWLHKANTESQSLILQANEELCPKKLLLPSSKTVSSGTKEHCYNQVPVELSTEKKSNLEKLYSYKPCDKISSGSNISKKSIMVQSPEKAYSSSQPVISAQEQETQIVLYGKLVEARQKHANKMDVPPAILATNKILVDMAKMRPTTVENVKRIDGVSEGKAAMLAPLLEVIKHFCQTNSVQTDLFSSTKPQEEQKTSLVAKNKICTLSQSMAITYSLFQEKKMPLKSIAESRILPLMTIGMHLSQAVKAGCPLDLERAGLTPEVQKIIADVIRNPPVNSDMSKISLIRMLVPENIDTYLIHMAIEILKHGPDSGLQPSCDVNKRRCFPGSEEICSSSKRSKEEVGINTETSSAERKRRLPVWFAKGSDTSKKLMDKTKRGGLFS
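Primary qHTS, 1536-well format. 20 nM WRN + compound, 15 min RT; start with 100 nM forked fluorophore/quencher duplex, 2 mM ATP (final); kinetic read ex 525/em 598 nm.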
D3 antag: D3 dopamine receptor (human) antagonism; D3R cells, DiscoveRx beta-arrestin luminescence, antagonist mode; hits give low values; max response, negative = inhibition, %; P35462; 2.5% of 360,000 active; AID 652054; in the data active = max response below about -50%; inconclusive = no clear call, values can overlap the other calls; also: % is scaled to controls: 0 for no effect and ±100 for the full control effect; mostly tested at two doses, the higher about 12 µM
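Cells plated overnight at 1500 cells/well, then exposed to library compounds with dopamine controls for 90 minutes at 37 degrees C. DiscoveRx reagent added for 30–60 minutes at room temperature; luminescence read, quantitative HTS format.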
GLP-1R agonist: agonists of human GLP-1 receptor | HEK293 GLP-1R CRE-luciferase, luminescence, 4-6 h; cells express a hypersensitive GLP-1R form | Potency, µM (highest dose often 45.6 µM), without a hit: top-dose activation, hits mostly activators | 0.007% of 380,000 active | P43220; also: potency is read from the fitted curve at half-maximal effect; % of control where 0% means no effect
GLP1R inv ag: inverse agonists of human GLP-1 receptor; HEK293 GLP-1R CRE-luciferase, luminescence, 24 h; GLP-1R form is constitutively active; Potency, µM (doses to about 38.3 µM), for the others: at the top dose activity change, negative = inhibition, hits mostly inhibitors; 1.6% of 410,000 active; also: potency is read from the fitted curve at half-maximal effect; % is scaled to controls: 0 for no effect and ±100 for the full control effect; nearly all actives have a fitted effect of over 55% in size
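Luminescence readout: a drop in cAMP-driven luciferase signal flags inverse agonism at a constitutively active GLP-1R stably expressed in HEK293. Compound exposure lasted 24 hr at 37 deg C, 5% CO2.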
IL2 activator: activates IL-2 in a cell-based reporter assay; AID 652025; activation, % (series mostly up to about 46 µM); 0.065% of 360,000 active; IL-2 activation reporter assay, cell-based qHTS; stimulated with anti-CD3/CD4/CD28 beads; in transgenic mouse T cells; in the data active = activation above about 50%; inconclusive = mostly about 30% to 49%; also: 0% is about no effect
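Quantitative HTS in unstimulated transgenic mouse T cells, with memory T cells as non-tolerant control and PMA/ionomycin as tolerance-bypass control. Compound pretreatment lasted 60 minutes before 18 h bead stimulation; EGFP/DsRed fluorescence read.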
DRD3 agonist: activates the human D3 dopamine receptor. D3R DiscoveRx beta-arrestin cells, luminescence, 90 min. max activation, %. 0.58% of 410,000 active. AID 652048; in the data active = max activation above about 30%; also: 0% is about no effect; mostly tested at two doses, the higher about 12 µM
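Agonist-mode cell screen: cells plated at 1500/well and incubated overnight at 37 °C, then exposed to library compounds for 90 min at 37 °C. Detection reagent was added for 30–60 min at room temperature, and luminescence was read.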
PI5P4K alpha inh: inhibitors of human PI5P4K alpha; PI5P4Kalpha enzyme, ADP-Glo luminescence, 60 min; hits give low values; max response, %; 1.2% of 330,000 active; AID 652105; active = max response of -50% or lower; inconclusive = between -30% and -50%; inactive = -30% or higher; also: value at the top dose of about 77 µM; % is scaled to controls: 0 for no effect and ±100 for the full control effect
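Quantitative HTS of the MLSMR library against PI5P4Kalpha with substrate. ATP added last at 5 microM final; room temperature, 60 minutes. Remaining ATP depleted, ADP converted and read as luminescence.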
HEK293 tox: cytotoxic in the GLP-1 receptor inverse agonist counter-screen; HEK293 cAMP-luciferase reporter cells, luminescence, 24 h; Potency, µM (top dose mostly 38.3 µM), for the others: at the top dose activity change, negative = inhibition, actives largely listed as inhibitors; 0.13% of 410,000 active; AID 624418;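 also: loss of luciferase light is scored as toxicity; potency is read from the fitted curve at half-maximal effect; % is scaled to controls: 0 for no effect and ±100 for the full control effect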
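1536-well qHTS counterscreen of the MLSMR; 200 cells/uL, 12 h pre-incubation, 23 nL cpd, 24 h at 37 deg C 5% CO2, luciferase detection reagent, 12 min RT, luminescence. Inhibition = undesired.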
PLK1 PBD block: blocks phosphopeptide binding to human PLK1 polo-box domain; 2.8% of 360,000 active; Plk1 PBD binding of FITC phosphopeptide, fluorescence polarization; AID 720504; Potency, µM, inactives show max response, negative = inhibition, most hits filed as inhibitors; also: potency is read from the fitted curve at half-maximal effect; series mostly up to about 57 µM; % is scaled to controls: 0 for no effect and ±100 for the full control effect; nearly all actives have a fitted effect of over 65% in size
An asterisk follows results filed as active; ? = inconclusive; . = no result given; [ ] = remark or other dose. Unless noted, calls follow the shape of the dose curve; as a rule, active = well fitted curve in the direction sought with a large enough effect; inconclusive = small, poorly fitted or top-dose-only effect, or another doubt; inactive = no such curve, though single readings can be large; an effect the other way counts as inactive or inconclusive.

SMILES	WRN helicase inh	D3 antag	GLP-1R agonist	GLP1R inv ag	IL2 activator	DRD3 agonist	PI5P4K alpha inh	HEK293 tox	PLK1 PBD block
CC1(C)CC(=O)C2=C(C1)NC(=O)NC2c1ccccc1 (centres undefined)	10%	13	7%	3%	1.6	0	8	-11%	2%
CCOC(=O)[C@]12CCC=C1N(Cc1ccccc1)C(=O)[C@H](CC(=O)NCCCN1CCCC1=O)C2	-4%	2	0%	3%	0.4	-1	6	4%	-11%
N#Cc1ccc(OC(=O)Cc2ccsc2)cc1	7%	6	-4%	17%	0.8	1	-2	-4%	-11%
CSc1nc(-c2ccccc2)nn1C(=O)c1ccc(Cl)cc1	4%	83	-8%	35%[activator]	-0.2	3	1	1%	-25%
CCOc1ccc(/C(O)=C2/C(=O)C(=O)N(CCOCCO)C2c2ccccc2)cc1 (centres undefined)	3%	-13	-9%	9%	-0.4	-3	-12	-16%	-9%
COc1cccc(OC)c1C(=O)OCC(=O)NCC1CCCCC1	-2%	-2	-3%	-31%	-2.2	0	3	2%	3%
O=C(NC1(C(F)(F)F)NC(=O)N(C2CCCCC2)C1=O)c1cccs1 (centres undefined)	-9%[57.1 µM]	-19	-1%	?	-3.0	-9	.	30%[activator]	-9%
Cc1ccc2c(c1)CCCN2C(=O)NC1CCCCC1	8%	2	4%	?	0.4	0	3	13%	-2%
COc1ccc(S(=O)(=O)N(C)C[C@@H]2OCc3cn(nn3)CCCC(=O)N([C@@H](C)CO)C[C@H]2C)cc1	-3%	4	-6%	5%	0.0	-4	-2	-11%	-24%
C#Cc1ccc(NC(=O)C2(C)CCN2C(=O)C/C=C/c2ccccc2)cc1 (centres undefined)	-11%	14	-6%	?	-0.8	0	16	-9%	-8%
CCOC(=O)c1cccc(S(=O)(=O)N2CCOCC2)c1	-22%	0	4%	-6%	-1.0	-5	1	20%	-17%
COc1cc2c(cc1OC)CN(C(C)C(=O)Nc1ccc(NC(C)=O)cc1)CC2 (centres undefined)	0%	-21	2%	0%	-1.9	2	.	9%	-4%
COc1ccc(N2CCN(C(c3cccs3)C(C)NC(=O)C(=O)N3CCCC3)CC2)cc1 (centres undefined)	2%	-12	3%	?	-1.2	4	0	6%	?
CC(C)[C@H]1COCCS(=O)(=O)N1Cc1ccccc1	15%	-15	-4%	7%	0.9	0	-6	8%	-8%
Cc1nn(CC(=O)OCC(=O)NC(C)c2ccccc2)c(C)c1[N+](=O)[O-] (centres undefined)	8%	-24	-4%	15%	-1.3	-2	2	-7%	-16%
CC(CCN1CCC(CN2C(=S)NCC2Cc2ccccc2)CC1)c1ccccc1 (centres undefined)	2%	-63*	-5%	-22%	-0.5	-41	-2	0%	-9%
CCN(CC)S(=O)(=O)c1cccc(-c2n[nH]c(=S)n2C)c1	-3%	-19	8%	1%	-0.5	-17	-18	4%	-15%
COc1ccc(COc2ccsc2C(=O)Nc2ccc(Cl)c(Cl)c2)cc1	-29%[57.1 µM]	13	-1%	50%[activator]	-1.3	2	.	3%	-5%
COc1n[nH]c2nncnc12	6%	9	-12%	7%	1.0	1	9	5%	-4%
CCOc1ccc(NC(=O)CN(C)C(=O)C2COc3ccccc3O2)cc1OCC (centres undefined)	-14%	6	12%	?	1.0	8	6	-15%	-1%

3 structures out of the list, arranged by length of the SMILES, largest number first:
SMILES	WRN helicase inh	D3 antag	GLP-1R agonist	GLP1R inv ag	IL2 activator	DRD3 agonist	PI5P4K alpha inh	HEK293 tox	PLK1 PBD block
COc1ccc(S(=O)(=O)N(C)C[C@@H]2OCc3cn(nn3)CCCC(=O)N([C@@H](C)CO)C[C@H]2C)cc1	-3%	4	-6%	5%	0.0	-4	-2	-11%	-24%
COc1ccc(N2CCN(C(c3cccs3)C(C)NC(=O)C(=O)N3CCCC3)CC2)cc1 (centres undefined)	2%	-12	3%	?	-1.2	4	0	6%	?
COc1n[nH]c2nncnc12	6%	9	-12%	7%	1.0	1	9	5%	-4%

Additional structures
SMILES	WRN helicase inh	D3 antag	GLP-1R agonist	GLP1R inv ag	IL2 activator	DRD3 agonist	PI5P4K alpha inh	HEK293 tox	PLK1 PBD block
Cc1ccc(Nc2nc(CSc3nnc(-c4ccncc4)n3C)cs2)cc1	-28%[57.1 µM]	-6	-13%	?	0.8	5	-17	6%[1.53 µM]	-4%
O=[N+]([O-])c1ccc(Nc2ccc3ccccc3c2)nc1	-8%	-107*	-2%	5%	-0.8	-16	.	4%	0%
COc1ccc2cc3c(N)nn(C(=O)Cc4ccccc4OC)c3nc2c1	-15%	8	0%	?	-2.7	5	-7	-3%	-2%
C/C(=N/NC(=O)c1ccc2c(c1)OCO2)c1cccc(NC(=O)C(C)(C)C)c1	6%	14	3%	-4%	-3.1	-4	-6	-21%	-7%
O=C(Nc1ccc(Br)cn1)c1cccc(-c2cc3ccccc3oc2=O)c1	-29%	19	-17%	?	-2.4	2	?	-9%	-7%
O=C(NNC1=C(C(=O)C(F)(F)F)CCC1)c1cccnc1	6%	13	0%	-4%	0.3	8	-8	-20%	1%
O=C(NCc1ccccc1CN1CCCC1)c1cc2ccccc2o1	-7%	-11	-4%	?	-0.7	-18	-3	-4%	-17%
CN(CCO)S(=O)(=O)c1ccc2c(c1)C(=NNC(N)=O)c1cc(S(=O)(=O)N(C)CCO)ccc1-2	-6%	6	2%	18%	-3.7	4	-1	1%	5%
O=C1c2ccccc2C(=O)N1CC(=O)N1c2ccccc2CCc2ccccc21	1%	12	-3%	0%	-0.8	1	-8	-21%	-12%
COc1ccc(OC)c(/C=N/NC(=O)c2cc(-c3ccc(C)o3)nc3ccccc23)c1	6%	20	11%	31%[activator]	-2.8	37*	0	39%[activator]	-6%
O=C(NC1CC2CCCC(C1)N2Cc1ccco1)NC12CC3CC(CC(C3)C1)C2 (centres undefined)	2%	-30	-2%	20%	1.5	-1	.	8%	-1%
CC(C)(C)CNC(=O)c1cccc2c1C(=O)c1ccc(-c3cc4ccccc4o3)cc1S2(=O)=O	5%	27	8%	28%	2.2	6	1	-26%	-9%
O=C(CN1CCN(c2ccccc2)CC1)Nc1cccc([N+](=O)[O-])c1	1%	?	8%	?	-0.1	-16	3	-1%	-6%
C/C(=N\Nc1ccc(S(=O)(=O)N2CCOCC2)cc1[N+](=O)[O-])C(C)C	-2%	-12	15%	13%	-1.9	-2	-1	3%	-1%
Cn1ccc(NC(=O)Nc2ccc(Cl)cc2)n1	-1%	5	3%	24%	1.4	10	5	?	2%
C/C(=N\NC(=O)CC1N=C(Cc2ccccc2)NNC1=O)c1ccc(C)cc1 (centres undefined)	1%	-4	-7%	?	0.3	0	2	?	-22%
O=C(O)c1cccc(NC(=S)N/N=C/c2ccccn2)c1	4%	19	-8%	?	-4.5	3	?	2%	-13%
O=C(CSc1ccc(Br)cc1)NC1CCS(=O)(=O)C1 (centres undefined)	-3%	-6	10%	0%	-4.2	-8	0	8%	17µM*
O=C(Nc1nnc(COc2ccc(Cl)cc2)s1)C1CCCO1 (centres undefined)	-24%	3	5%	6%	4.5	-6	?	22%	6µM*
CCCCn1nnnc1C(c1ccccc1)N1CCc2ccccc2C1 (centres undefined)	-9%	-12	-2%	?	-0.6	-11	5	6%	2%
CCOC(=O)c1sc(NC(=O)CSc2nc3c(c(-c4ccc(OC)cc4)c2C#N)CCCC3)c(C#N)c1C	3%	-17	-11%	3%	-1.9	0	0	-2%	-4%
O=C(O)CCn1cnc2onc(-c3ccccc3Cl)c2c1=O	.	.	3%	-16%	.	-5	.	5%	.
Cc1ccc(OCc2ccc(C(=O)Nc3nc4ccccc4n3C)o2)c([N+](=O)[O-])c1	-18%	42	3%	3%	-1.0	10	0	2%	-7%
CCOC(=O)Cn1nnnc1C(CC)N(Cc1cc2ccc(C)cc2[nH]c1=O)C1CCCC1 (centres undefined)	-1%	-10	-9%	1%	0.5	5	9	0%	0%
CCOCCCn1cnc2c([nH]c3cc(OC)ccc32)c1=O	-6%	-6	-9%	0%	1.0	1	.	-19%	-3%
COc1ccc(N2CCN(C(=S)Nc3ccc(C)cc3)CC2)cc1	1%	7	-6%	-20%	1.0	2	-5	-2%	2%
COC(=O)c1cccc(NC(=O)CSc2nc(=O)cc(N)n2-c2ccccc2)c1	-9%	-51*	8%	65%[activator]	-4.0	-2	0	1%	-6%
Cn1cc(CNC(=O)C2c3ccccc3Oc3ccccc32)cn1	5%	12	1%	0%	0.6	3	2	0%	-4%
O=C(COc1ccc(Cl)cc1)NCc1nnc(SCC(=O)NCC2CCCO2)o1 (centres undefined)	-3%	27	-3%	4%	1.0	-6	1	6%	1%
Cc1ccc(NC(=S)N2CCN(C(=O)c3ccccc3)CC2)c(C)c1	6%	-2	3%	1%	-1.2	-1	-13	4%	27µM*
CC[C@]12c3[nH]c4ccc(OC)cc4c3CCN1C(=O)C(CC(=O)NCCc1ccccn1)C[C@@H]2C(=O)N1CCN(C(=O)C2CC2)CC1 (some centres undefined)	6%	0	-1%	15%	0.5	-1	1	-4%	0%
C/C(=N\NC(=O)c1cccnc1)c1ccc(C)c([N+](=O)[O-])c1	-4%	-11	4%	19%	1.9	-10	1	0%	2%
O=C(CC1C(=O)NCCN1Cc1ccccn1)NCCc1ccccc1F (centres undefined)	-31%	0	1%	6%	-2.0	-3	4	-7%	-8%
CC1Cc2ccccc2N1C(=O)CCS(=O)(=O)c1ccc2c(c1)NC(=O)CS2 (centres undefined)	12%	-2	5%	?	-2.9	-10	-22	-8%	19µM*
O=c1oc(-c2cc3ccccc3o2)nc2sc3c(c12)CCCC3	-7%	-14	0%	2%	-1.3	-2	.	1%	-4%
COc1cc(/C=N/NC(=O)c2cccnc2)ccc1OCC(=O)Nc1c(C)cc(C)cc1C	-8%	-2	8%	3%	-5.2	-12	-10	5%	-7%
COc1ccc(CNC(=O)N2CCc3nc(Nc4cc(OC)c(OC)c(OC)c4)ncc3C2)cc1	-1%	15	1%	-13%	2.0	10	5	-15%	-7%
COc1ccc(N2Cc3ccccc3C2=NC(=O)c2cncc(Br)c2)cc1	-1%	-2	-2%	2%	-0.9	0	3	-1%	-10%

Compounds as they come. About 7.8% of those tested had a hit in this group.
